Dyrk1A ADPGlo – rat Dyrk1A kinase inhibitors, primary screen, biochemical, single point, plate reader | Dual specificity tyrosine-phosphorylation-regulated kinase 1A (Rattus norvegicus), Q63470 | ADP-Glo luminescence, NFATc1 peptide | inhibition, % at 12.5 µM | 310,000 tested, 0.43% active | AID 504441, 2011; in the data active = inhibition above about 50%;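 note: plate controls were vehicle with enzyme for no effect and no enzyme for full effect; many of its hits are not listed in these tables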
hERG rescue – hERG rescue from dofetilide block, primary screen, cell-based, CHO-hERG, FluxOR thallium flux, dofetilide IC70 | 310,000 tested, 0.51% active | dofetilide IC70 present | activation (rescue from dofetilide block), less the hit threshold, % at 10 µM | AID 1511, 2009 | Voltage-gated inwardly rectifying potassium channel KCNH2 (Homo sapiens), Q12809;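 active = activation above the mean of controls blocked by dofetilide plus 5 SD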;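 note: thallium influx through hERG after potassium depolarization seen as dye fluorescence rise; in these data hits start at about 4.7%; inactives centre near -7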
RGS4 pot – RGS4 potentiators or activators, primary screen, cell-based, HEK293 M3R inducible RGS4, calcium flux | carbachol calcium flux Fluo4; active compounds read low | B-score at 10 µM | 310,000 tested, 0.92% active | AID 463111, 2010;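 active = B-score of the integrated calcium signal more than 4 SD below the library mean, with starting fluorescence not abnormally high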;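 note: negative B-score means reduced calcium response which marks RGS4 activation or potentiation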
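System – HEK293 FlpIn-TREx cells, stable M3R, doxycycline-inducible RGS4 · Reagent – ECmax carbachol challenge · Times – compound preincubation 20 min at room temperature before agonist · Technique – Fluo4 fluorescence kinetic imaging of calcium · Measure – B score of integrated Fluo4 ratio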
KCNK3 block – human KCNK3 channel inhibitors, primary screen, CHO cells, FluxOR thallium flux, B-score | 340,000 tested, 0.84% active | FluxOR fluorescence; active compounds read low | Potassium channel subfamily K member 3 (Homo sapiens), O14649 | B-score at 10 µM;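 active = B-score under library mean minus 4 SD, starting fluorescence ratio at most library mean plus 5 SD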;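 note: more negative B-score means stronger inhibition of thallium flux through KCNK3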
GSK3 alpha inh – blockers of GSK3A enzyme activity – biochemical, luminescence, cell-free homogeneous, HTS, primary screen; GSK-3 alpha kinase, ADP-Glo luminescence, 60 min; inhibition, % at 10 µM; 320,000 tested, 0.1% active;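 in the data active = inhibition above about 50%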;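 note: GST-tagged GSK-3 alpha with peptide substrate and 25 µM ATP; 0% = DMSO neutral wells and 100% = GW8510 positive control wells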
Target sequence (P49840 whole entry, looked up): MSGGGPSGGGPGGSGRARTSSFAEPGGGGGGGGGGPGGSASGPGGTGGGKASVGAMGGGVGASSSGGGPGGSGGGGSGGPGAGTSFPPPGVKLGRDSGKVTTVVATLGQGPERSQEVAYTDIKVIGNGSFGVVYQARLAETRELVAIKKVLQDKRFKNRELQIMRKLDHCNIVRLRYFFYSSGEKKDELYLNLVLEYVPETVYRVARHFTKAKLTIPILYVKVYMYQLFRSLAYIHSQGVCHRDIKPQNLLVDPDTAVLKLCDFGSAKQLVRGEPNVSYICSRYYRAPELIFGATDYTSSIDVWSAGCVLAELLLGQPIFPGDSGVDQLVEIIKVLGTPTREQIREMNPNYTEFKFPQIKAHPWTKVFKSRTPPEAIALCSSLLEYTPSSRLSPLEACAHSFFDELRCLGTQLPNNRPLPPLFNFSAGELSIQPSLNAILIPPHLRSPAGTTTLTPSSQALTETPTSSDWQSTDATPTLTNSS
RGS4 block – RGS4 inhibitors, primary screen, cell-based, HEK293 M3R inducible RGS4, calcium flux. Regulator of G-protein signaling 4 (Homo sapiens), P49798. Fluo-4 calcium flux; active compounds read high; triggered by carbachol at its EC20. B-score at 10 µM. 310,000 tested, 0.45% active. AID 463165, 2010;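 active = B-score, a plate-corrected calcium signal, over three deviations above library mean, with baseline fluorescence within five deviations of library mean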;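 note: RGS4 expression induced by doxycycline in cells with stable M3 receptor; B-score is computed from the integrated fluorescence ratio over baseline after carbachol; higher B-score means a larger calcium signal and so more RGS4 inhibition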
Target sequence (P49798 whole entry, looked up): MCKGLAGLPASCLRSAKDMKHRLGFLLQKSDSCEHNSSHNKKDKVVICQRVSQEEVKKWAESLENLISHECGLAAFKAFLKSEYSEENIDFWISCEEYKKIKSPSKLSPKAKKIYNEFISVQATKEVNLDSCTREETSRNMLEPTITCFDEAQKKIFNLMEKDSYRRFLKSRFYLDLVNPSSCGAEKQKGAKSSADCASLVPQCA
PolyA inhibitor – polyadenylation inhibitors in yeast reporter cells, primary screen, luminescence, S. cerevisiae | S. cerevisiae SKY197-pL101 polyadenylation reporter, beta-gal luminescence; efflux-impaired pdr1/pdr3 knockout yeast; score 100 = 6 SD above DMSO | calls only at 12 µM | 300,000 tested, 0.02% active | AID 1875, 2009;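 active = lowest replicate activity score at least 50, where 100 means six control SD above control mean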;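 note: yeast exposed to compound for 9 h at 30 °C; higher score means more reporter readthrough which indicates perturbed polyadenylation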
KCNQ1 pot – potentiators or activators of KCNQ1 channel, primary screen, cell-based, thallium flux, high-throughput; Potassium voltage-gated channel subfamily KQT member 1 (Homo sapiens), P51787; CHO-K1 KCNQ1, thallium flux FluxOR fluorescence; active compounds read high; B-score at 10 µM; 310,000 tested, 0.35% active;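 active = fluorescence ratio B-score, a plate-corrected score, at least three library SD, with initial intensity B-score within 5 SD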
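Assay system: CHO-K1 cells stably expressing KCNQ1. Medium: assay buffer for compound exposure, DMSO matched across wells. Timing: 37 °C overnight plating, 90-min dark dye load, 20-min compound pretreatment. Signal: kinetic FluxOR fluorescence, 10 s baseline plus 110 s post-stimulus.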
KCNQ1 inh – inhibitors of human KCNQ1 channel, primary screen, cell-based, thallium flux, high-throughput; Potassium voltage-gated channel subfamily KQT member 1 (Homo sapiens), P51787; B-score at 10 µM; CHO-K1 KCNQ1, FluxOR thallium flux fluorescence; active compounds read high; 310,000 tested, 1.3% active;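 active = compounds whose thallium flux B-score, printed positive for inhibition, exceeds three library SD while starting fluorescence stays within three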;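 note: channel opened by potassium depolarization with thallium stimulus after 20 min compound exposure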
GSK3beta inhib – human GSK3beta kinase inhibitors, primary screen, biochemical, cell-free homogeneous, HTS; AID 2097, 2009; Glycogen synthase kinase-3 beta (Homo sapiens), P49841; activity score (negative = inhibition), % at 10 µM; GST-GSK3beta kinase, ADP-Glo luminescence, 60 min; active compounds read low; 300,000 tested, 0.038% active;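 active = more than half of replicate wells score below -50%, meaning over 50% inhibition versus plate controls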;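 note: 0% = median DMSO wells and -100% = median GW8510 positive control wells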
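Test system – GST-tagged human GSK3beta kinase, cell-free · Incubation – 60 min enzyme reaction, room temperature · Signal – ADP-Glo luminescence · Also added – peptide substrate and ATP at 25 µM · Controls – DMSO neutral wells and GW8510 at 20 µM as positive · Buffer or medium – Tris/MgCl2 kinase buffer · Measure – Luminescence-derived activity versus plate DMSO and GW8510 wells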
KCNK9 block – KCNK9 potassium channel inhibitors, primary screen, HEK293 cells, thallium flux; Potassium channel subfamily K member 9 (Homo sapiens), Q9NPC2; 310,000 tested, 1.2% active; FluxOR thallium flux fluorescence; active compounds read low; B-score at 10 µM;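 active = ratio B-score over 3 SD below the library mean, with starting fluorescence within 5 SD of its mean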;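 note: negative B-score means less thallium flux so channel inhibition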
Target sequence (Q9NPC2 whole entry, looked up): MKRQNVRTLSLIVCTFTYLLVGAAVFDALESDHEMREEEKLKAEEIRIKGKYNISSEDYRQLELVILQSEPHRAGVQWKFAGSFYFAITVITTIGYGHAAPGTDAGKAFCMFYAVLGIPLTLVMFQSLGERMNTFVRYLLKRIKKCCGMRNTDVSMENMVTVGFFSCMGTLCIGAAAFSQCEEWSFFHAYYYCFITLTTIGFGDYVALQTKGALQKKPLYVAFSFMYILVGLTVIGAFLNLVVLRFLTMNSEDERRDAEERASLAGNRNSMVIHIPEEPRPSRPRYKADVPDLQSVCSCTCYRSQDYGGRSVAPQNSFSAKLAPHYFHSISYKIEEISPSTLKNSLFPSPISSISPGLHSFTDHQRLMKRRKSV
* marks the source's active call; other numbers are inactive results; i = inactive; / = no result given. Only part of the results is shown. The share of hits here may be higher or lower than overall.

canonical_smiles,Dyrk1A ADPGlo,hERG rescue,RGS4 pot,KCNK3 block,GSK3 alpha inh,RGS4 block,PolyA inhibitor,KCNQ1 pot,KCNQ1 inh,GSK3beta inhib,KCNK9 block
CCCCCCc1cc2cc(S(=O)(=O)c3ccc(F)c(Cl)c3)c(=O)oc2cc1O,0,-11,i,i,/,i,i,i,i,1,i
O=C(Cc1ccc2c(c1)OCCO2)N1CCN(S(=O)(=O)c2cccc(C(F)(F)F)c2)CC1,-1,-9,i,i,-1,i,i,i,i,-1,i
O=C(CNC(=O)c1ccc(Br)o1)Nc1cccc(S(=O)(=O)N2CCOCC2)c1,11,-13,i,i,-1,i,i,i,i,3,i
O=C(CSc1ncc(-c2ccccc2)n1CC1CCCO1)N1CCCCC1 (stereo not drawn),-1,-12,i,i,2,i,i,i,i,2,i
Cc1nn(CC(=O)N2CCc3ccccc3C2)c(C)c1Cl,5,1,i,i,0,i,i,i,i,3,i
CN(CC(=O)Nc1ccccc1C(F)(F)F)C(=O)Cn1c(=O)oc2ccccc21,-3,-5,i,i,-1,i,i,i,i,/,i
N#Cc1c2n(cnc1=O)CCCCC2,0,-1,i,i,0,i,i,i,i,-1,i
CCc1c(C)nc2nc(SCc3ccccc3Cl)[nH]n2c1=O,0,-12,i,i,-9,i,i,i,9*,5,i
CC1CN(c2nn3c(=O)c4ccccc4nc3c3ccccc23)CC(C)O1 (stereo not drawn),0,-11,i,i,1,i,i,i,i,0,i
Cc1ccc(C2(C)NC(=O)N(CC(=O)Nc3ccccc3N3CCCCC3)C2=O)cc1 (stereo not drawn),-5,-14,i,i,-1,i,i,i,i,1,i
Cc1nc(-c2ccncc2)sc1C(=O)Nc1ccc(Br)cc1,-3,-9,i,i,1,i,i,i,i,4,i
COc1ccccc1-c1nc(-c2ccccn2)no1,31,-11,i,i,11,i,i,i,i,-9,i
CCOC(=O)/C(C#N)=N\Nc1ccc(S(=O)(=O)Nc2nc(C)cc(C)n2)cc1,0,-8,i,i,-4,i,i,i,i,-2,i
O=S(=O)(/C=C/c1ccccc1)Nc1ccc(N2CCOCC2)cc1,-2,-4,i,i,-2,i,i,i,i,2,i
O=C1CCN(Cc2ccccc2)C(=O)N1c1ccccc1,2,-1,i,i,-1,i,i,i,i,4,i
Cc1nnc(SCCC(=O)Nc2ccc(F)cc2)s1,-1,-1,i,i,0,i,i,i,i,2,i
COc1ccc(Cn2ccc(=O)c(Cc3c(Cl)cccc3Cl)c2C)cc1,8,-7,i,i,-1,i,i,i,i,-3,i
COc1cc(OC)cc(C(=O)NN2CCCCC2)c1,-36,-7,i,i,1,i,i,i,i,-2,i
CC(=O)NC1=NN(C(C)=O)C(C)(c2ccc(Cl)s2)S1 (stereo not drawn),-3,-8,i,i,1,i,i,i,i,-3,i
CC(=O)c1cccc(CN2CCC(C(=O)Nc3ccc(-c4cccc(C)c4)cc3)CC2)c1,1,-16,i,i,-1,i,i,i,i,0,i
COc1ccc(C2=Nn3c(nnc3-c3ccc(OC)cc3)SC2)cc1,0,-14,i,i,9,i,i,i,i,-2,i
COc1cccc(Cl)c1NC(=O)N1CCc2c([nH]c3ccccc23)C1C(F)(F)F (stereo not drawn),-5,-5,i,i,-1,i,i,i,i,1,i
C=CCn1c2ccccc2c2nnc(SC(CC)C(=O)Nc3sc4c(c3C#N)CCCC4)nc21 (stereo not drawn),-4,-2,i,i,2,i,i,i,i,3,i
Cc1nnn(-c2nonc2N)c1C(=O)N/N=C/c1cccc2ccccc12,4,-14,i,i,/,i,i,i,i,-1,i
Cc1cc(C)cc(NC(=O)C2CCCN2S(=O)(=O)c2ccc3c(c2)C(C)(C)C(=O)N3C)c1 (stereo not drawn),5,-11,i,i,-1,i,/,i,i,-1,i

Other structures:
canonical_smiles,Dyrk1A ADPGlo,hERG rescue,RGS4 pot,KCNK3 block,GSK3 alpha inh,RGS4 block,PolyA inhibitor,KCNQ1 pot,KCNQ1 inh,GSK3beta inhib,KCNK9 block
COc1ccc(/C=C/C(O)=C(\C#N)c2nnc(N3CCOCC3)n2-c2ccccc2)cc1OC,2,-8,i,i,3,i,i,i,i,3,i
CN(c1ccccc1)S(=O)(=O)c1cccc(NC(=O)CSc2ncc(C(F)(F)F)cc2Cl)c1,-2,-4,i,i,-3,i,i,i,7*,2,-8.9*
CC(=O)N1c2ccccc2NC2=C(C(=O)CCC2)C1c1ccc(F)cc1 (stereo not drawn),-10,-3,i,i,0,i,i,i,i,0,i
Cc1ccc(OCCC(=O)O)cc1,-3,-6,i,i,-24,i,i,i,i,-3,i
CC1=C(C(=O)Nc2ccccc2)C(c2cccnc2)n2nc(-c3cccnc3)nc2N1 (stereo not drawn),4,-8,i,i,-2,i,i,i,i,2,i
Cc1ccc(S(=O)(=O)N2CCN(C(=O)Cc3ccsc3)CC2)c(C)c1,-1,-9,i,i,0,i,i,i,i,-3,i
O=C1CCc2cc(S(=O)(=O)NC3CCCCC3)cc3c2N1CC3,-9,-16,i,i,-2,i,i,i,i,-7,i
COC(=O)Oc1cncc(C(=O)O)c1,13,-7,i,i,-1,i,i,i,i,3,i
O=C(Cn1nnc(-c2ccccc2)n1)NNC(=O)c1ccc(Br)cc1,-4,-5,i,i,0,i,i,i,i,-2,i
COc1ccc(N(CC(=O)Nc2cc(C)ccc2C)S(=O)(=O)c2c(C)nn(C)c2C)cc1,4,-13,i,i,2,i,i,i,i,1,i
O=C(CCC(=O)c1ccc(Oc2ccccc2)cc1)Nc1cccc(Cl)c1,10,-3,i,i,4,i,i,i,i,1,i
O=C(c1ccc(F)cc1)N1CCOCC1,-6,-4,i,i,0,i,i,i,i,2,i
CC(=O)C1=C(O)C(=O)N(c2ccc(C)cc2)C1c1ccc([N+](=O)[O-])cc1 (stereo not drawn),4,-4,i,i,/,i,i,i,i,-4,i
O=C1CNC(=O)/C1=C/c1ccc(O)cc1,18,-4,i,i,-1,i,i,i,i,1,i
Cc1ccc(/C=N/Nc2ccc(Cl)c(C(=O)O)c2)s1,-3,-10,i,i,-4,i,i,i,i,-6,i
CC1CCCCC1NC(=O)Cn1nnc2ccccc2c1=O (stereo not drawn),/,-11,i,i,-2,i,i,i,i,3,i
COc1ccccc1N1CC(C)(C)C(=O)N(C(=O)c2c(F)cccc2Cl)C1=S,6,-2,i,i,0,i,i,i,i,1,i
O=S(=O)(c1ccccc1)N1CCSC1c1ccco1 (stereo not drawn),-11,-3,i,i,/,i,i,i,i,1,i
CC(NC(=O)C(=S)N1CCN(C)CC1)c1ccccc1 (stereo not drawn),-1,-11,i,i,1,i,i,i,i,2,i
O=C(N/N=C1/CCSC1)c1cccc([N+](=O)[O-])c1,/,-9,i,i,1,i,i,i,i,0,i
CNC(=O)c1ccsc1NC(=O)CS(=O)(=O)c1ccccc1,-2,-9,i,i,4,i,i,i,i,-2,i
COc1cc(SC)ccc1C(=O)NCc1ccc(C)cc1,-2,-9,i,i,-1,i,i,i,i,1,i
Cc1ccc(OC(=O)CCC(=O)N2CCc3ccccc32)cc1,21,-3,i,i,4,i,i,i,i,0,i
CC(=O)Nc1ccccc1C(=O)C(=O)Nc1cccc(C(=O)N2CC(C)CC(C)C2)c1 (stereo not drawn),-8,-9,i,i,4,i,i,i,i,1,i
Cc1ccc(C(=O)Nc2cc(C(C)C)c(O)c(C(C)C)c2)cc1,-6,-10,i,i,-1,i,i,i,i,0,i

The list goes on.
canonical_smiles,Dyrk1A ADPGlo,hERG rescue,RGS4 pot,KCNK3 block,GSK3 alpha inh,RGS4 block,PolyA inhibitor,KCNQ1 pot,KCNQ1 inh,GSK3beta inhib,KCNK9 block
O=C(CN1C(=O)C2C3C=CC(C3)C2C1=O)N1CC=C(c2ccccc2)CC1 (stereo not drawn),-7,-8,i,i,-1,i,i,i,i,-9,i
CCCCSc1nc(O)c(C2OC(=O)c3c2ccc(OC)c3OC)c(=O)n1-c1ccccc1 (stereo not drawn),8,-6,i,i,-2,i,i,i,i,7,i
Cc1cc(C(=O)C(=O)N(C)C)c(C)n1-c1ccc([N+](=O)[O-])cc1,-1,-13,i,i,0,i,i,i,i,1,i
Cc1ccc(S(=O)(=O)Nc2ccccc2C(=O)N2CCN(C)CC2)cc1,-5,-11,i,i,1,i,i,i,i,2,i
Nc1ccc(N(CCO)CCO)cc1,7,0,i,i,14,i,i,i,i,0,i
Cc1c(N(C)C(=O)c2ccco2)c(=O)n(-c2ccccc2)n1C,3,3,i,i,-1,i,i,i,i,2,i
COC(=O)c1c(NC(=O)c2nn(C)cc2Cl)sc2c1CCCC2,-3,-5,i,i,-1,i,i,i,i,-2,i

As a working copy, some entries already given:
canonical_smiles,Dyrk1A ADPGlo,hERG rescue,RGS4 pot,KCNK3 block,GSK3 alpha inh,RGS4 block,PolyA inhibitor,KCNQ1 pot,KCNQ1 inh,GSK3beta inhib,KCNK9 block
CCCCCCc1cc2cc(S(=O)(=O)c3ccc(F)c(Cl)c3)c(=O)oc2cc1O,0,-11,i,i,/,i,i,i,i,1,i
O=C(Cc1ccc2c(c1)OCCO2)N1CCN(S(=O)(=O)c2cccc(C(F)(F)F)c2)CC1,-1,-9,i,i,-1,i,i,i,i,-1,i

Screening data as filed in PubChem.
